Assay outcomes: PubChem BioAssay, Center for Chemical Genomics, University of Michigan
Dicer inh – blocks human Dicer maturation of pre-miR-21; cat-ELCCA pre-miR-21 Dicer processing, chemiluminescence; hits give high values; z-score at 25 µM; hit rate 6% among 47,000; Q9UPY3; AID 1347074; in the data active = z-score above about 3, passing the limit was not always enough;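 also: plate controls were vehicle for no effect and no enzyme for full effect; higher signal means more uncleaved substrate so more Dicer inhibition; strong numbers were not always called active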
Target sequence (Q9UPY3 whole entry, looked up): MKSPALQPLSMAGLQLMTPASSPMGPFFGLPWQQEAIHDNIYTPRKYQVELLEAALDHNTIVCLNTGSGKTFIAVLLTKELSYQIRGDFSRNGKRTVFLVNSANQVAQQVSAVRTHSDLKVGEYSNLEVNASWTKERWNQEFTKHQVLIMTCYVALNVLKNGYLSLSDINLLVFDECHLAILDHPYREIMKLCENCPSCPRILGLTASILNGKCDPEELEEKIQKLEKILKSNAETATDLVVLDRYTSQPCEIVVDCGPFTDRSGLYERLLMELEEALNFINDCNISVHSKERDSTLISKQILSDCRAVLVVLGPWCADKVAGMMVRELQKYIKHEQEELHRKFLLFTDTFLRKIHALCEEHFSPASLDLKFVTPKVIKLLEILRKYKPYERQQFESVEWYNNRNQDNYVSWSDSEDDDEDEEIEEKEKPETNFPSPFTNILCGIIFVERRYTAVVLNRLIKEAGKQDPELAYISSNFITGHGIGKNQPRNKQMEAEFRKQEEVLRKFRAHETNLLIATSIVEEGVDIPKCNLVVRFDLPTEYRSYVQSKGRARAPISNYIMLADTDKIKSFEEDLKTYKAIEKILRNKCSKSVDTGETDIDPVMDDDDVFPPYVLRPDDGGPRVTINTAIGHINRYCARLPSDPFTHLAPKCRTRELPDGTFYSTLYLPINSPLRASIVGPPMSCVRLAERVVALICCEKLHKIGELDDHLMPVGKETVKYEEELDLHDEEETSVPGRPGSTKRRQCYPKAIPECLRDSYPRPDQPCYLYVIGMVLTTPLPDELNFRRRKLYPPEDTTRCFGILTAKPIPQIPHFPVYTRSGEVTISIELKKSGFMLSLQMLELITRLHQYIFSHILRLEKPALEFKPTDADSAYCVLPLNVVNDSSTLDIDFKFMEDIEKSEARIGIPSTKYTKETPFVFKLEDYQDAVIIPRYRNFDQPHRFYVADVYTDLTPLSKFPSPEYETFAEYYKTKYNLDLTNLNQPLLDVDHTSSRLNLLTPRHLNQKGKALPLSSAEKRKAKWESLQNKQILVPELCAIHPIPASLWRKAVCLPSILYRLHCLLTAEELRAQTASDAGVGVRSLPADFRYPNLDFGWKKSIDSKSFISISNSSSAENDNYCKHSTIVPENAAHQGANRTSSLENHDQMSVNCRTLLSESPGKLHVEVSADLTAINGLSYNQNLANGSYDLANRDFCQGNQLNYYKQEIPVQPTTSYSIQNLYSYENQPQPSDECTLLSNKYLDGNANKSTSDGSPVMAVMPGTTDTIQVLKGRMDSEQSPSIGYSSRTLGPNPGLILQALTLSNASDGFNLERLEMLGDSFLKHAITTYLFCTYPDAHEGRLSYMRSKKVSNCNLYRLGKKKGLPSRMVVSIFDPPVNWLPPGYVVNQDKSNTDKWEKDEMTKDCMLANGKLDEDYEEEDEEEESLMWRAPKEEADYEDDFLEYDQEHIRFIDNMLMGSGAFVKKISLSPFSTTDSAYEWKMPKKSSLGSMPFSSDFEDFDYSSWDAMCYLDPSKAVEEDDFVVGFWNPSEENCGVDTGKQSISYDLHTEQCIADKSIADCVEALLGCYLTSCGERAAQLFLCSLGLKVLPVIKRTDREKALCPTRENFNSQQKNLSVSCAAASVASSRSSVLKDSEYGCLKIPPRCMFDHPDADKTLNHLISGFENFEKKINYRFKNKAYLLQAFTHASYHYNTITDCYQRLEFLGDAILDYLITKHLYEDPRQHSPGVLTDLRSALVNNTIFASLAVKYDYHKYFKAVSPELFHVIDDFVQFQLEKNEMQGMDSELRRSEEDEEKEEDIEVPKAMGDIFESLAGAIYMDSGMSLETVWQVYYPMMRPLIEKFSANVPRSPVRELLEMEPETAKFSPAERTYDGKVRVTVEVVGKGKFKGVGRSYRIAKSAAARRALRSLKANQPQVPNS
* hit, by the source's call; & = joins results of further samples. These rows are one share of the data; the hit share may differ from the screen's.

SMILES	Dicer inh
FC(F)(F)c1ccc(C2=NCCc3sccc32)cc1	-0.29
CCOc1ccc(N2C(=O)C3ON(c4ccccc4)C(c4cccnc4)C3C2=O)cc1 (stereo not drawn)	0.2
CCCSc1nc(=O)c2cccnc2n1-c1ccc(OC)cc1	11
COc1cc(C(F)(F)F)nc2ccc(C)c(NC(=O)Nc3ccc(Cl)cc3)c12	-1.6
CCOC(=O)c1nc(Nc2ccc(N3CCCC3)cc2)c2ccccc2n1	2.1
COc1ccc(CCN(C)CCCC(C#N)(c2ccc(OC)c(OC)c2)C(C)C)cc1OC (stereo not drawn)	0.12
O=C(CSc1nnc2c(n1)[nH]c1ccccc12)Nc1nc2ccccc2s1	5.4*
Cc1oc2cc(OC(=O)N3CCOCC3)ccc2c(=O)c1-c1ccc(Br)cc1	1.9
COc1ccc(Nc2nc(-c3cccnc3)nc3ccccc23)cc1	-1.2
N#CCSc1nnc(NC(=O)c2ccccc2)s1	-0.37
COC(=O)c1cccn1S(=O)(=O)c1cc(C(F)(F)F)cc(C(F)(F)F)c1	-1
CCOC(=O)C(=CNc1cc(C2CC2)nn1C)C(=O)OCC	0.89
COc1ccc(C2CC(c3ccco3)n3nc(N)nc3N2)cc1 (stereo not drawn)	0.71
CSc1nnc(CNC(=O)OC(C)(C)C)n1C	0.01
CC1(C)Cc2c(c(-c3ccco3)nc3sc4c(N5CCCCC5)ncnc4c23)CO1	0.38
Cc1ccc(N=C2C(=O)N(C)c3ccccc32)cc1	1.1
OC1(c2ccc(Cl)cc2)CSc2nc3cc(C(F)(F)F)ccc3n21 (stereo not drawn)	0.2
FC(F)(F)c1cccc(Nc2ncnc(-n3cccc3)n2)c1	7.5
Cc1ccc2[nH]c(=O)c(-c3noc(-c4ccco4)n3)cc2c1	-0.44
COC(=O)CCc1c[nH]c2ccccc12	-1
CCOC(=O)c1ccc(N2C(=O)C3Sc4[nH]c(=O)sc4C(c4ccc(OC)cc4)C3C2=O)cc1 (stereo not drawn)	-2
Cc1ccc(N2C(=O)CC(Sc3ccccn3)C2=O)cc1 (stereo not drawn)	-0.92
COCCCn1c(SCC(=O)NNC(=O)C(Cl)(Cl)Cl)nnc1-c1ccc(C(C)(C)C)cc1	-4.3
O=C(O)CC1Sc2ccccc2NC1=O (stereo not drawn)	15
CC1CN(c2ccc(Oc3nc4c(Cl)cc(Cl)cc4s3)c([N+](=O)[O-])c2)CC(C)O1 (stereo not drawn)	0.76
COc1ccc2c(=O)c(Oc3ccccc3Br)coc2c1	4.7*
COC(=O)c1ccc2c(c1)N(C)S(=O)(=O)/C(=C\N(C)C)C2=O	-3.2
Cc1cc(C)c(Nc2nnns2)c(C)c1	-2.2
COc1ncccc1C(=O)Nc1ccc(F)cc1F	-0.99
CN1CCN(c2nc(-c3ccccc3Cl)nc3ccccc23)CC1	0.6
CCc1ccc(C2C(C(=O)OC)=C(C)NC3=C2C(=O)CCC3)cc1 (stereo not drawn)	-0.58
O=C(ON=C(c1ccc(F)cc1)c1ccc(F)cc1)C(Cl)(Cl)Cl	2.6
CC1C/C(=N\Nc2cc(Cl)cc(Cl)c2)c2cc(Cl)ccc2S1 (stereo not drawn)	1.4
O=C(C1c2ccccc2Oc2ccccc21)N1CCCC1	4*
FC(F)(F)c1cnc(NN=C2C3CC4CC(C3)CC2C4)c(Cl)c1	-0.85
COc1cc2c(c(OC)c1OC)C(=O)/C(=C/c1ccc(Cl)cc1Cl)C2	-0.37
Cc1cc(C)cc(Sc2c([N+](=O)[O-])ncn2C)c1	-5.6
O=C1Cc2ccc(F)cc2CC1C1=Cc2ccc(F)cc2CC1 (stereo not drawn)	1.2
Cc1nc(C)c(Oc2ccc(Cl)cc2Cl)c(N2CCCCC2)n1	0.7
O=C1N(Cc2ccccc2Cl)c2ccccc2C1(O)c1c[nH]c2ccccc12 (stereo not drawn)	1.9
C=CCOc1ccc2c(=O)c(Oc3cc(C)ccc3C)coc2c1	1.1
CC1(C)NC(=O)N(CC(O)COc2ccc(N3C(=O)C4CC=CCC4C3=O)cc2)C1=O (stereo not drawn)	-0.57
COc1ccc(-c2nc3cc(N)ccc3o2)cc1Br	3.2*
COC(=O)c1cc(S(=O)(=O)Nc2cc(S(=O)(=O)N(C)C)ccc2C)oc1C	2.2
CC1=C(C(=O)Nc2ccc(F)cc2)C(c2cccs2)C2=C(CC(C)(C)CC2=O)N1 (stereo not drawn)	2
CC1=C(C(=O)OC(C)C)C(c2ccc(C)cc2)n2c(nc3ccccc32)N1 (stereo not drawn)	0.03
CCOC(=O)c1sc2sc(C(=O)c3cccc([N+](=O)[O-])c3)c(C)c2c1C	-0.84
COC(=O)C1=C(O)c2cccc3c2N(CCC3)C1	-4.5
Cc1nn(C)c(N2CCOCC2)c1[N+](=O)[O-]	-0.97
CC(C)(C)c1cnnn1-c1ccc(NC(=O)c2cccs2)cc1	1.5
Cc1ccc2nc(-c3ccc(NC(=O)c4c(-c5ccccc5Cl)noc4C)cc3)sc2c1	0.15
NCCNS(=O)(=O)c1cccc2c(Cl)cccc12	1.2
Cc1nn(C)c2ncc(C(=O)Nc3ccc(F)c(Cl)c3)c(SC(C)C)c12	-1.7
COC(=O)c1ccc(C2c3c(oc4ccccc4c3=O)C(=O)N2c2nc(C)c(C)s2)cc1 (stereo not drawn)	0.42
O=C(CSc1nc(-c2cccs2)cc(C(F)(F)F)n1)NC1CCCC1	1.3
CCCOc1ccc(-c2cn3ccccc3n2)cc1	3.9*
CCOc1cccc(C2c3c(oc4cc(C)c(C)cc4c3=O)C(=O)N2c2nc(C)c(C)s2)c1 (stereo not drawn)	0.36
C=CCOc1cccc(C2c3c(oc4ccc(F)cc4c3=O)C(=O)N2CCOC)c1 (stereo not drawn)	-1.4
Cc1ccccc1Cn1c(SC(C)C(=O)O)nc2c1c(=O)n(C)c(=O)n2C (stereo not drawn)	0.7
COC(=O)CC/C(=N\NS(=O)(=O)c1ccc(C)cc1)c1ccn(S(=O)(=O)c2ccccc2)c1	-2.6

A draw from above in order of count of non-hydrogen atoms, low to high.
SMILES	Dicer inh
Cc1nn(C)c(N2CCOCC2)c1[N+](=O)[O-]	-0.97
COC(=O)C1=C(O)c2cccc3c2N(CCC3)C1	-4.5
COc1ccc(-c2nc3cc(N)ccc3o2)cc1Br	3.2*
CC(C)(C)c1cnnn1-c1ccc(NC(=O)c2cccs2)cc1	1.5
C=CCOc1ccc2c(=O)c(Oc3cc(C)ccc3C)coc2c1	1.1
O=C(CSc1nc(-c2cccs2)cc(C(F)(F)F)n1)NC1CCCC1	1.3
Cc1nn(C)c2ncc(C(=O)Nc3ccc(F)c(Cl)c3)c(SC(C)C)c12	-1.7
Cc1ccccc1Cn1c(SC(C)C(=O)O)nc2c1c(=O)n(C)c(=O)n2C (stereo not drawn)	0.7
O=C1N(Cc2ccccc2Cl)c2ccccc2C1(O)c1c[nH]c2ccccc12 (stereo not drawn)	1.9
CC1=C(C(=O)Nc2ccc(F)cc2)C(c2cccs2)C2=C(CC(C)(C)CC2=O)N1 (stereo not drawn)	2
C=CCOc1cccc(C2c3c(oc4ccc(F)cc4c3=O)C(=O)N2CCOC)c1 (stereo not drawn)	-1.4
CC1(C)NC(=O)N(CC(O)COc2ccc(N3C(=O)C4CC=CCC4C3=O)cc2)C1=O (stereo not drawn)	-0.57
Cc1ccc2nc(-c3ccc(NC(=O)c4c(-c5ccccc5Cl)noc4C)cc3)sc2c1	0.15
COC(=O)CC/C(=N\NS(=O)(=O)c1ccc(C)cc1)c1ccn(S(=O)(=O)c2ccccc2)c1	-2.6

Remaining list, next part
SMILES	Dicer inh
COC(=O)c1csc(S(=O)(=O)N=S(C)(=O)c2ccc(C)cc2)c1OC (stereo not drawn)	-0.08
O=S1(=O)CC(O)C(NCc2ccccc2)C1 (stereo not drawn)	0.21
O=C1c2ccccc2C(=O)C1c1ccc(Cl)cc1	0.69
COC(=O)c1c(C)oc2cc(Br)c(OC(C)C(=O)OC)cc12 (stereo not drawn)	2.3
CC(C)(C)Sc1ccc(C(=O)N(Cc2ccc3c(c2)OCO3)c2ccc(F)cc2)cc1[N+](=O)[O-]	-1.1
CCCCNC(=O)NS(=O)(=O)c1ccccc1C(F)(F)F	0.79
CCCn1c2ccccc2c2nnc(SCCN3CCOCC3)nc21	1
COc1ccc(C2c3ccsc3CCN2C(=S)Nc2cc(C)cc(C)c2)cc1 (stereo not drawn)	-1.1
CCCn1c(=O)cc(N)n(-c2ccc(Cl)cc2)c1=O	5.1*
COc1ccc2cc([C@H](C)C(=O)O)ccc2c1	-1.3&1.6
C#CCOc1c(Cl)cccc1Cl	2.6
FC(F)(F)c1nc(SCc2ccc(Cl)cc2)n[nH]1	0.16
COc1ccc(-c2nnc(SCc3cccc(Cl)c3)o2)cc1	1.1
Cc1[nH]nc2c1C1=C(C(=O)CCC1)C(c1ccc(N(C)C)cc1)N2 (stereo not drawn)	-0.69
COc1cc(OCc2ccccc2)ccc1CN1CCC(C(=O)c2ccc(F)cc2)CC1	-0.74
N#CCCN1C(=O)C2(OCCO2)C2CCCCC21 (stereo not drawn)	0.72
Cc1cc(C)c2cc(C(=O)N(C)C3CCN(C)CC3)[nH]c2c1	1.4
CC(=O)n1nc(-c2cccnc2)nc1N	5.5*
Cc1cc(=O)n2[nH]c(C(F)(F)F)c(-c3ccccc3)c2n1	-0.89
COc1ccc2nc3c(cc2c1)c(=O)n(C)c1c3c(=O)n(-c2ccccc2)c(=O)n1-c1ccccc1	-0.73
COC(=O)C1=C(C)NC2=C(C(=O)CC(c3ccc(Cl)cc3)C2)C1c1ccc(OC(C)=O)c(OC)c1 (stereo not drawn)	1.2
Cn1c(=O)c2c3nc4cc(Cl)c(Cl)cc4cc3c(=O)n(-c3ccccc3)c2n(C)c1=O	-0.52
COC(=O)c1scc(Br)c1OC(=O)c1ccc(C(C)(C)C)cc1	-1.4
CC(=O)/C(N=Nc1cc2c(c([N+](=O)[O-])c1C)C(C)(C)CC2(C)C)=C(\C)O	-0.95
C#CC(C)(C)N1CN=C(SC)NC1	-0.47
O/N=C/c1ccnc(SCc2ccc(Cl)cc2)n1	1.8
C=CCNC(=O)C1CC(=O)N(c2ccc(OCC(=O)Nc3ccc(F)cc3)cc2)C1 (stereo not drawn)	-0.34
Cc1[nH]n(-c2c(Cl)cc(C(F)(F)F)cc2Cl)c(=O)c1N=Nc1ccccc1	1.4
COc1cc(C2Nc3ccccc3NC3=C2C(=O)CC(c2ccccc2Cl)C3)ccc1O (stereo not drawn)	2.5
Cc1cc(Oc2nc3cc(Cl)ccc3s2)c2cc(Cl)ccc2n1	0.11
Cc1nc([N+](=O)[O-])cn1Cc1ccccc1	0.01
CCOC(=O)NC(=S)Nc1ccc(F)cc1	6.7*
Clc1ccc(C=NCCCN=Cc2ccc(Cl)c(Cl)c2)cc1Cl	-0.78
S=C(NCCc1ccccc1)N/N=C/c1ccccc1Cl	1.6
CCOC(=O)/C(C#N)=C1\CCc2ccccc21	-0.04
COc1cccc(/C=C/c2nc(O)c([N+](=O)[O-])c(=O)[nH]2)c1	-0.93
CC(C)c1nn2c(=O)c(NC(=O)c3ccc(F)cc3)cnc2s1	-0.02
CCSc1ccc(/C(N)=N/OC(=O)c2cccc(C(F)(F)F)c2)cn1	-1.1
CC1=NOC(=O)C1C(c1cccc(Br)c1)c1c(C)[nH]n(-c2ccccc2)c1=O (stereo not drawn)	-4.8
CCOC(=O)C(Sc1ncnc2c1sc1nc(C)cc(C)c12)C(C)=O (stereo not drawn)	2.2
CC(C)(C)N=C1NN=C(c2ccc(Cl)cc2)CS1	-2.1
CS/C(=C\C(=O)c1cccs1)NCc1ccco1	-0.39
COC(=O)c1c(C)oc2ccc(OC(=O)c3ccc(Cl)cc3)cc12	2.7
CSC1=NN(C)c2cnn(C)c(=O)c2S1	3
CC(C)(C)c1csc(-c2ccc(Cc3cc(-c4ccc(F)cc4)n[nH]c3=O)cc2)n1	-1.2
Clc1ccc2c(c1)C1CC(c3ccccc3)=NN1C(c1ccncc1)O2 (stereo not drawn)	15*
Cc1ccc(-n2nnnc2SCc2c(F)cccc2Cl)c(C)c1	0.41
c1cc(CNc2ccc3c(c2)OCO3)ccn1	1.7
CC(C)c1nnc(NC(=O)CSc2nnc3c(n2)[nH]c2ccccc23)s1	0.41
Cc1cccc2[nH]c(-c3ccccc3)nc12	-0.58
Cc1cc(C)n(-c2c(Cl)cc(Cl)cc2Cl)n1	0.36
CCCCN1C(=O)C(O)(c2c(C)[nH]c3ccccc23)c2cc(Br)ccc21 (stereo not drawn)	0.9
O=C(NC(NC1CCCCC1)(C(F)(F)F)C(F)(F)F)c1ccccc1	0.5
Cc1cc(C)nc(NS(=O)(=O)c2ccc(NCc3cc(Br)ccc3O)cc2)n1	10
CC(=O)n1nc(C)c(Sc2ccc(C(F)(F)F)cn2)c1C	-0.51
OCCN1CCN(C2CCN(Cc3cccc(Oc4ccccc4)c3)CC2)CC1	0.19
CNC(=O)C(COCc1ccccc1)NC(=O)OC(C)(C)C (stereo not drawn)	-0.46
CC(=O)c1ccc(SC(C)C)c([N+](=O)[O-])c1	-2.3
C#CCOC(=O)NC(=O)c1c(-c2c(Cl)cccc2Cl)noc1C	3.2*
CC1(C)Cc2c(sc3ncn4nc(-c5ccccc5O)nc4c23)C(C)(C)N1	1.6
(next part)
SMILES	Dicer inh
O=c1c(N=Nc2n[nH]c3nnc(-c4ccccc4)c(-c4ccccc4)c23)c(O)nc2ccccn12	0.39
Clc1ccc(-n2ncnc2-c2ccc(Br)cc2)cc1	1.8
COc1sc(/C=N/O)cc1Br	-1.1
O=S1(=O)c2ccccc2NC(c2cccc3ccccc23)N1Cc1ccccc1 (stereo not drawn)	0.7
COC(=O)C1=C(C)Nc2nc3ccccc3n2C1c1ccccc1C (stereo not drawn)	-2.6
Cc1ccc(C(=O)NC(=O)c2ccccc2O)cc1	-0.87
CCSCCOC(=O)C1=C(C)NC2=C(C(=O)CC(c3cccs3)C2)C1c1ccsc1 (stereo not drawn)	1.9
COc1ccc(C2CC(=O)C3=C(C2)Nc2ccccc2NC3c2cccc(O)c2)cc1 (stereo not drawn)	0.54
Cc1ccc(-c2cc3ccccc3[nH]2)cc1	16*

A different layout for 3 compounds above.
molecule | Dicer inh
COC(=O)C1=C(C)Nc2nc3ccccc3n2C1c1ccccc1C (stereo not drawn) | -2.6
Cc1ccc(C(=O)NC(=O)c2ccccc2O)cc1 | -0.87
CCSCCOC(=O)C1=C(C)NC2=C(C(=O)CC(c3cccs3)C2)C1c1ccsc1 (stereo not drawn) | 1.9
